rTrxR1 inhibitor = blocks rat thioredoxin reductase 1 | O89049 | recombinant rTrxR1, NADPH fluorescence consumption, selenite substrate | Potency, µM (top dose mostly 114 µM), for the others: at the highest dose activity change, negative = inhibition, actives largely listed as inhibitors | hit rate 1% among 390,000 | AID 588453; further: potency means the concentration at half of the fitted maximal effect; on the % scale 0 is the no-effect control and ±100 the full control effect; nearly all actives have a fitted effect of over 65% in size
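Rat TrxR1 (90 nM in the dispensed reagent) was pre-reduced with 400 uM NADPH for 5 min at room temperature, then incubated with compound for 15 min. After 400 uM selenite was added, NADPH fluorescence (Ex 340/Em 450 nm) was followed for 8 min.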
Vif-A3G inh = Vif-A3G binding inhibition. HeLa A3G-eYFP + Vif (tagged APOBEC3G with the HIV-1 protein that degrades it), YFP fluorescence, overnight. Potency, µM (top dose mostly 46.1 µM), for inactives: at the highest dose activity, negative = active, hits mostly inhibitors. hit rate 0.076% among 410,000. AID 602310;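 further: potency means the concentration at half of the fitted maximal effect; on the % scale 0 is the no-effect control and ±100 the full control effect; nearly all actives have a fitted effect of over 60% in size; hits raise eYFP signal because A3G escapes Vif-driven loss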
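HeLa cells stably expressing Vif and C-terminally eYFP-tagged A3G, seeded overnight at 37 deg C, then exposed to compound by pintool overnight at 37 deg C. Rise in yellow fluorescence (Ex 488/Em 500-530, Acumen) marks blocked Vif-driven A3G degradation.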
RGS4 inhibitor = human RGS4 inhibition. P49798. Transcreener GDP fluorescence polarization, RGS4-accelerated GTP hydrolysis. Potency, µM (highest dose often 114 µM), without a hit: top-dose activity change, negative = inhibition, hits mostly inhibitors. hit rate 0.039% among 390,000. AID 504845; further: potency means the concentration at half of the fitted maximal effect; on the % scale 0 is the no-effect control and ±100 the full control effect; nearly all actives have a fitted effect of over 75% in size; some results filed as inactive show a strong effect at the top dose
Target sequence (P49798 whole entry, looked up): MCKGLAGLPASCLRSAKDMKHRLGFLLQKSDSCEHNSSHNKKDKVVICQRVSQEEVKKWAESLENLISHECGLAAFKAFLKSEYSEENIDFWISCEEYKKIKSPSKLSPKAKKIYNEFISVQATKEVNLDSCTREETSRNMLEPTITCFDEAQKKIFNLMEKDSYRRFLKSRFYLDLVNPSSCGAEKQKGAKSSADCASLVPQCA
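MLSMR compounds (23 nl, pin-transferred) preincubated 10 min at room temperature with a 500nM (2x) first reagent, then RGS4 at 900nM (2x) plus Transcreener GDP mix added; fluorescence polarization (620/688 nm) read before and after 90 min at 30 °C.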
LDHA block = LDHA (human) enzyme inhibition; P00338; purified LDHA, NADH/diaphorase-resazurin fluorescence; active compounds read low; activity change, % (values are at about 110 or 230 µM); hit rate 0.15% among 480,000; AID 1347041; in the data active means activity change below about -30%; inconclusive means mostly about -25% to -30%;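 further: plate controls were DMSO wells for no effect and wells without enzyme for full effect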
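Remaining NADH was detected by diaphorase (0.133 mg/mL) converting 37 µM resazurin to fluorescent resorufin, read at 0 and 20 minutes. The preceding 5-minute room-temperature reaction used 2 nM LDHA, 0.2 mM sodium pyruvate and 0.06 mM NADH at pH 7.4.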
Glioma ERSR ind = inducers of ER stress response in human glioma cells | Potency, µM, for inactives: at the highest dose activation, hits mostly activators | U87-MG GRP78 promoter luciferase reporter, 16 h | hit rate 0.02% among 420,000; further: potency means the concentration at half of the fitted maximal effect; series mostly up to about 76 µM; % of control where 0% means no effect; nearly all actives have a fitted effect of over 35% in size
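Stably transfected U87-MG human glioma cells carrying a GRP78-based luminescent sensor were seeded at 1000 cells/well, pin-dosed with compounds and incubated 16 h. Luciferase reagent was then added, and end-point luminescence was read after 10 min at room temperature.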
IDH1 R132H inh = inhibitors of human mutant IDH1 R132H; O75874; IDH1-R132H enzyme, NADPH consumption, diaphorase/resazurin fluorescence; Potency, µM (top dose mostly 76.6 µM), for the others: at the highest dose activity change, negative = inhibition, most hits filed as inhibitors; hit rate 0.093% among 390,000; AID 602179; further: potency means the concentration at half of the fitted maximal effect; on the % scale 0 is the no-effect control and ±100 the full control effect; nearly all actives have a fitted effect of over 65% in size
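IDH1-R132H (0.5 ug/mL dispensed) in pH 7.5 Tris buffer was preincubated 30 min with compound, then given a substrate mix of 0.016 mM NADPH and 2 mM alpha-KG for 80 min at room temperature; remaining NADPH was read by diaphorase/resazurin fluorescence.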
Vif-APOBEC3F blk = Vif-A3F binding inhibition | HeLa A3F-eYFP + Vif (tagged APOBEC3F with the HIV-1 protein that degrades it), YFP fluorescence increase | Potency, µM (doses to about 46.1 µM), without a hit: at the top dose activity, negative = active | hit rate 0.2% among 390,000 | AID 602313; further: potency means the concentration at half of the fitted maximal effect; % of control where 0% means no effect; nearly all actives have a fitted effect of over 65% in size
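HeLa cells stably expressing Vif plus C-terminally eYFP-tagged A3F were seeded, incubated overnight at 37 deg C, dosed with compound, incubated overnight again at 37 deg C. Yellow fluorescence (Ex 488/Em 500-530) reported blocked Vif-mediated A3F-eYFP degradation.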
USP1-UAF1 inh = blocks the human USP1/UAF1 deubiquitinase complex; recombinant USP1/UAF1, Ub-Rhodamine cleavage fluorescence; hit rate 0.23% among 390,000; Potency, µM (series often up to 57.1 µM), without a hit: at the top dose activity change, negative = inhibition, actives largely listed as inhibitors; AID 743255; further: potency means the concentration at half of the fitted maximal effect; on the % scale 0 is the no-effect control and ±100 the full control effect; nearly all actives have a fitted effect of over 60% in size; inactives centre near -12
Target sequence (O94782 whole entry, looked up): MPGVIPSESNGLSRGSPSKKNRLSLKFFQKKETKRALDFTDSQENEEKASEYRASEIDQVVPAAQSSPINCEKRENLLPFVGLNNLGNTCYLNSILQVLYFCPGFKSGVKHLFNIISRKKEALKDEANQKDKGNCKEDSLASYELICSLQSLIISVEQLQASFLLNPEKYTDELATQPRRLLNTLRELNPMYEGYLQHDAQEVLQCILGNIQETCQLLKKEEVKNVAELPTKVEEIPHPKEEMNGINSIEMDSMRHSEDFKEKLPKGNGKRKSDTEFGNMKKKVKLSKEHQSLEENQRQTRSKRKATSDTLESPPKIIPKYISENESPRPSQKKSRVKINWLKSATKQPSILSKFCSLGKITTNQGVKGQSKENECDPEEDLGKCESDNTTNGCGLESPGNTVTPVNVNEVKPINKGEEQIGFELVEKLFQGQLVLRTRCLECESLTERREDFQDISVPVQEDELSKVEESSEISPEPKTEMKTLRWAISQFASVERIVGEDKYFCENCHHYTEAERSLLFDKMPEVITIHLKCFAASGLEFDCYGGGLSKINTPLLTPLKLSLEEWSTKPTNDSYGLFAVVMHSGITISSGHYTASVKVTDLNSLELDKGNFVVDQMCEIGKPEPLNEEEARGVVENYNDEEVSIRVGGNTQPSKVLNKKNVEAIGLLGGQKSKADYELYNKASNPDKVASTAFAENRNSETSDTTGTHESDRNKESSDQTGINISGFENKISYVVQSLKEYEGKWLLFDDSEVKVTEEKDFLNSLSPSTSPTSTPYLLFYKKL
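USP1/UAF1 complex (1 nM) preincubated 15 min at room temperature with compound, then Ub-Rho substrate (150 nM final) added. Kinetic fluorescence at 480/540 nm over 6 reads at 60 s intervals; 50 mM HEPES pH 7.8, 0.5 mM EDTA, 0.1 mg/ml BSA, 1 mM TCEP, 0.01% Tween-20.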
TrxR1 substrate = rat thioredoxin reductase 1 substrate activity; purified TrxR1 substrate turnover, NADPH consumption readout; Potency, µM (titrated, usually from 114 µM), without a hit: at the highest dose activity change, negative = substrate turnover; hit rate 0.01% among 390,000; AID 588456; further: potency means the concentration at half of the fitted maximal effect; on the % scale 0 is the no-effect control and ±100 the full control effect; nearly all actives have a fitted effect of over 50% in size
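Rat TrxR1, dispensed at 90 nM, was prereduced with 400 uM NADPH (final) for 5 min at ~22 deg C, then incubated with compound 15 min before 400 uM selenite. A first-read NADPH fluorescence drop versus no-compound background flagged substrates.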
Starred values were filed as active, the others as inactive; ? = inconclusive; · = not tested or not shown; & = joins results of further samples; [ ] = remark or other dose. Unless noted, the call rests on the fitted dose curve; in most records, active means well fitted curve in the direction sought with a large enough effect; inconclusive means small, poorly fitted or top-dose-only effect, or another doubt; inactive means no such curve, though single readings can be large; an effect the other way counts as inactive or inconclusive. These rows are one share of the data (hit frequency here may not be typical).

smiles | rTrxR1 inhibitor | Vif-A3G inh | RGS4 inhibitor | LDHA block | Glioma ERSR ind | IDH1 R132H inh | Vif-APOBEC3F blk | USP1-UAF1 inh | TrxR1 substrate
COc1cc2c(c(OCC(=O)NC(C)C)c1)C(=O)O[C@@H](C)CCCC(=O)CCCCC2 | -15% | -1% | 20% | -3 | -2% | 3% | 2% | -16% | -9%
COC(=O)c1ccc(NC(=O)CN2CCN(S(=O)(=O)c3ccc(Br)cc3)CC2)cc1 | -7%&16% | 2%&-2% | -31%&-19% | 0&1 | -4%&-2% | 0%&-2% | -6%&2% | ? | -6%&1%
CC(C)Oc1cccc(C(=O)Nc2ccc(N3CCN(S(C)(=O)=O)CC3)cc2)c1 | 15% | 0% | -2% | -1 | -5% | 6% | -5% | -15% | -2%
Cc1ccccc1NC(=O)C(C)OC(=O)C1CCCO1 (stereo not drawn) | · | 0% | · | -10 | -3% | -7% | -4% | -35% | ·
COc1ccc(Nc2c(-c3ccsc3)nc3nc(C)cc(C)n23)cc1 | 8% | 1% | -3% | 0 | 0% | -4% | -2% | 21% | 1%
CCc1ccc(CNc2ncc(-c3cccc(OC)c3)n2C)cc1 | -12% | · | -3% | -13 | · | · | · | ? | 13%
COc1cc(C(O)CO)ccc1O (stereo not drawn) | ? | -1% | 8%[56.9 µM] | -1 | -1%&4% | -2% | 0% | 5% | 1%[57.1 µM]
CC(Sc1nnc(CNC(=O)c2ccccc2F)n1C)C(=O)Nc1nccs1 (stereo not drawn) | 20% | 1% | 14% | 0 | -2% | -18% | 14% | -5% | 5%
CCCCn1c(N)c(N(CC)C(=O)c2cccc(S(=O)(=O)N3CCCc4ccccc43)c2)c(=O)[nH]c1=O | 1% | 2% | -30% | -1 | -3% | 0% | 4% | -25% | -7%
CC(=O)Oc1ccc(-c2nc(-c3ccccc3)no2)cc1 | -1% | -1% | · | -3 | -4% | · | · | · | 3%
Cc1cc(F)ccc1-n1nnc(C(N)=O)c1C | 22% | 3% | 7% | -12 | -2% | 24% | -11% | -17% | 3%
CCCCc1nc2cc(C(=O)NCCc3cnn(C)c3)ccc2o1 | -10% | 1% | 13% | -5 | 0% | 9% | -8% | -4% | -10%
CCCCN(C(=O)CSc1nc(CCC)cc(=O)[nH]1)c1c(N)n(Cc2ccccc2)c(=O)[nH]c1=O | 36%[57.1 µM] | -1% | 2% | -9 | 3% | 6% | ? | ? | 17%[57.1 µM]
CN(C)C(CNC(=O)Cc1cccc(C(F)(F)F)c1)c1ccccc1 (stereo not drawn) | 15% | -2% | 7% | -2 | -2% | 3% | 1% | -1% | -4%[0.0914 µM]
CC(C)OC(=O)c1c(NC(=O)c2cccc(C(F)(F)F)c2)sc2c1CCCC2 | 14% | -4% | -20% | -7 | -2% | -2% | -6% | -12% | 6%
Cc1cccc(NS(=O)(=O)c2ccc(C(=O)NCCCN3CCCC3=O)cc2)c1C | -6% | 2% | -43% | -5 | -3% | -2% | 0% | -6% | -8%
CN1CCN(c2ccc(S(=O)(=O)N3CCCCC3)cc2NC(=O)Cc2ccc(Cl)cc2)CC1 | 7%[57.1 µM] | 0% | -14% | -2 | -6% | 1% | 10% | -12% | -2%
O=S(=O)(NC1CC1)c1ccc(S(=O)(=O)N2CCCC(c3nc(-c4cccnc4)no3)C2)cc1 (stereo not drawn) | -5% | -2% | 28% | -6 | -3% | 2% | -5% | -5% | -6%
Cc1ccc(C(c2sc3ncnn3c2O)N2CCCCC2)cc1 (stereo not drawn) | 18%[57.1 µM] | 2% | 18% | -7 | 9% | 9% | 2% | -5% | 9%[57.1 µM]
CC(=O)c1cccc(NC(=S)N2CCN(c3ccccn3)CC2)c1 | -12% | -1% | 17% | -3 | 1% | 2% | 4% | -16% | -9%

Brought forward from above: two compounds, then new ones.
smiles | rTrxR1 inhibitor | Vif-A3G inh | RGS4 inhibitor | LDHA block | Glioma ERSR ind | IDH1 R132H inh | Vif-APOBEC3F blk | USP1-UAF1 inh | TrxR1 substrate
Cc1ccc(C(c2sc3ncnn3c2O)N2CCCCC2)cc1 (stereo not drawn) | 18%[57.1 µM] | 2% | 18% | -7 | 9% | 9% | 2% | -5% | 9%[57.1 µM]
CC(=O)c1cccc(NC(=S)N2CCN(c3ccccn3)CC2)c1 | -12% | -1% | 17% | -3 | 1% | 2% | 4% | -16% | -9%
Cc1ccc(C2Nc3ccccc3-n3c(-c4ccccc4)c4c(=O)n(C)c(=O)n(C)c4c32)cc1 (stereo not drawn) | 6% | 4% | -14% | 0 | -4% | -11% | -12% | -26% | -3%
COCCNC(=S)N1CCN(C(c2ccccc2)c2ccccc2)CC1 | 12% | -2% | -20% | -2 | 0% | -8% | 1% | -26% | 0%
CCOC(=O)N1CCN(c2c(NCc3ccccc3Cl)c(=O)c2=O)CC1 | 1% | ? | 9% | -4 | -4% | 1% | -10% | -5% | -11%
C#CCCOC(=O)N1C2=NC(C(=O)OC)=C(C(=O)OC)[C@@H]3N(CC=C)c4ccccc4[C@]23C[C@H]1C(=O)OC | 4%[57.1 µM] | 0% | 2% | -5 | -2% | 1% | -2% | ? | 5%[57.1 µM]
CC(=O)c1cccc(NC(=O)Nc2ccccc2)c1 | ? | 0% | -4%[56.9 µM] | -5 | 3% | -7% | 9% | -8% | -17%
O=C(Nc1cccc(-c2cccc(Cl)c2)c1)C1CCN(CC2CCOC2)CC1 (stereo not drawn) | 16% | 1% | 6% | -2 | -4% | -6% | 1% | -19% | -2%
Cc1ccc(S(=O)(=O)N2C(=O)C(c3ccccc3)SC2=Nc2ccccc2)cc1 (stereo not drawn) | -4%[57.1 µM] | -4% | ? | -3 | 0% | 1% | -3% | -16% | -1%
O=C1CCSC2(C(=O)N(Cc3ccc(F)cc3)c3ccccc32)N1c1ccc(F)c(F)c1 (stereo not drawn) | 8% | 3% | -34% | -2 | ? | 40µM* | -2% | -35% | -6%
COc1ccc(-c2nc(SCC(=O)Nc3c(C)cc(C)cc3C)n[nH]2)cc1 | 18%[57.1 µM] | -9% | -13% | -1 | 0% | 10% | -1% | -23% | 0%[57.1 µM]
CCN(C(=O)COC(=O)/C=C/c1ccco1)C1CCCCC1 | 35µM* | 0% | -15% | -2 | 0% | 1% | -7% | -5% | -6%
CCC(C)NC(=O)c1ccc2nc(-c3ccc(OC)c(OC)c3)c(-c3ccc(OC)c(OC)c3)nc2c1 (stereo not drawn) | ? | 0% | 10% | 1 | -1% | 2% | -6% | -7% | -7%
O=c1c2sc3ccccc3c2n(Cc2cccc(F)c2)c(=O)n1CCc1ccccc1 | 6% | 0% | 2% | 2 | 1% | 1% | -5% | -9% | 9%
Cc1cc(C)c(S(=O)(=O)c2ccc(Cl)cc2C)c(Cl)n1 | 7%[57.1 µM] | 1% | -4% | -4 | 2% | 20% | 2% | -11% | 3%[57.1 µM]
COCC(=O)N(CCc1ccc(OC)cc1)Cc1nc2ccccc2c(=O)[nH]1 | -1% | -5% | -24%[11.4 µM] | 4 | 0% | 2% | 1% | -8% | 29%
Cc1ccccc1OCC(=O)OCc1cc(=O)n2nc(-c3cccs3)sc2n1 | 16%[57.1 µM] | 4% | 9% | -3 | -1% | 3% | -1% | -21% | 2%[57.1 µM]
CN(Cc1cn(C)nc1-c1ccccc1F)CC1CCN(Cc2ccccc2)CC1 | 12% | 0% | 14%[56.9 µM] | -2 | -2% | 18% | -3% | -12% | 4%
c1coc(CNc2nc3sc4c(c3c3ncnn23)CCCC4)c1 | 14%[57.1 µM] | -10% | -3% | -2 | 13% | 5% | -3% | -3% | -15%
C=C[C@@H]1c2ccccc2N(S(=O)(=O)c2ccc(C)cc2)[C@H](c2ccccc2C(F)(F)F)C1(C#N)C#N | 20%&9% | -4%&-2% | 10% | -9 | 0%&-3% | -4% | 0% | ? | 4%&-7%
CC(C)CC[n+]1ccccc1/C=C/c1ccc(N(C)C)cc1 | -3% | 10µM* | -1% | -9 | -11% | -11% | 7.9µM* | -22% | -10%

Quoted at random: three records from the list.
smiles | rTrxR1 inhibitor | Vif-A3G inh | RGS4 inhibitor | LDHA block | Glioma ERSR ind | IDH1 R132H inh | Vif-APOBEC3F blk | USP1-UAF1 inh | TrxR1 substrate
COCCNC(=S)N1CCN(C(c2ccccc2)c2ccccc2)CC1 | 12% | -2% | -20% | -2 | 0% | -8% | 1% | -26% | 0%
Cc1ccc(S(=O)(=O)N2C(=O)C(c3ccccc3)SC2=Nc2ccccc2)cc1 (stereo not drawn) | -4%[57.1 µM] | -4% | ? | -3 | 0% | 1% | -3% | -16% | -1%
Cc1ccc(C2Nc3ccccc3-n3c(-c4ccccc4)c4c(=O)n(C)c(=O)n(C)c4c32)cc1 (stereo not drawn) | 6% | 4% | -14% | 0 | -4% | -11% | -12% | -26% | -3%

Screens from PubChem.
